XIAP antagonists: XIAP antagonists, biochemical, IAP family, fluorescence polarization (AID 1018). XIAP BIR domain, fluorescence polarization peptide displacement; higher % means a stronger effect. displacement, % at 20 µM, or IC50 in µM where a hit was titrated. 200,000 tested, 0.007% active; in the data active = displacement above about 50%; also: a part of the inactive calls stands beside numbers as strong as those of hits
Myeloid diff MLP: promotes myeloid progenitor differentiation | ER-HoxA9 myeloid progenitors, lysozyme-GFP differentiation, flow cytometry | calls only at 10 µM | 360,000 tested, 1% active | AID 624256;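 active = normalized GFP-positive differentiation at or above the plate's own cutoff, the solvent-only control mean plus 3 SD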;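 also: cells exposed to compound for four days before flow analysis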
HIV fusion peptide: cell-free HIV fusion peptide-binding blockers – biochemical, uHTS, fluorescence dequenching, primary screen (AID 1986); cell-free peptide binding, fluorescence dequenching, 30 min; higher % means a stronger effect; inhibition, % at 20 µM, or IC50 in µM where a hit was titrated; 290,000 tested, 0.3% active; in the data active = inhibition mostly above about 52%, no sharp cut-off; inactive = mostly below about 76%; also: some results filed as inactive read as strong as hits
NOD2 inhibition: inhibition of NOD2-driven NF-kB reporter – cell-based, luminescence, uHTS, HEK293 (AID 1566). HEK293 NOD2/NF-kB luciferase reporter, luminescence; higher % means a stronger effect. inhibition, % at 4 µM, or EC50 in µM where a hit was titrated. 290,000 tested, 0.63% active; also: many of its hits are not listed in these tables
Hep lipid drop: hepatic lipid droplet formation modulation | AML12 mouse hepatocytes, oleate lipid droplets, BODIPY imaging | inhibition, % at 6.5 µM | 240,000 tested, 0.4% active | AID 1656;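 active = lipid droplet intensity inhibited by at least 50%, with more than 500 cells counted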
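Assay system: AML12 mouse liver cells | Compound dosing: One dose, 6.5 µM compound | Read-out basis: Droplet intensity reduction, % inhibition | Measured by: Fluorescence imaging, 20x objective, two fields per well | Schedule: Overnight treatment with compound plus oleate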
AID2073: inhibitors of Mint1-CaV2.2 protein interaction, biochemical, HTRF (AID 2073). HTRF protein-protein interaction, Mint1-CaV2.2; higher % means a stronger effect. one-dose inhibition, % at 20 µM; IC50 in µM for titrated hits. 290,000 tested, 0.19% active; in the data active = inhibition mostly above about 51%, no sharp cut-off; also: some results filed as inactive read as strong as hits
LYP inhibition: PTPN22 lymphoid phosphatase activity blockers – biochemical, fluorescence intensity, uHTS (AID 1779); recombinant LYP phosphatase, fluorescence intensity; higher % means a stronger effect; inhibition, % at 11.5 µM; hits with a dose series show IC50 in µM; 290,000 tested, 0.054% active;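 also: plate controls were vehicle with enzyme for no effect and no enzyme for full effect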
Siah-1 displacement: blockers of Siah-1 interaction with plectin peptide – biochemical, fluorescence polarization, rhodamine-plectin, uHTS, primary screen (AID 1817); Siah-1 / rhodamine-plectin peptide fluorescence polarization; higher % means a stronger effect; one-dose displacement, % at 20 µM; IC50 in µM for titrated hits; 290,000 tested, 0.02% active;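 active = displacement of at least 50% at 20 µM, with a fluorescence ratio check between 0.3 and a set limit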;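 also: plate controls were Siah plus tracer with DMSO for no effect and tracer alone without Siah for full effect; strong numbers were not always called active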
Dengue-2 NS5 capping: Dengue-2 NS5 methyltransferase inhibitors, primary screen, biochemical, confirmation dose response (AID 588689); Dengue-2 NS5 methyltransferase capping enzyme assay, biochemical; higher % means a stronger effect; inhibition, % at 25 µM; hits with a dose series show IC50 in µM; 340,000 tested, 0.3% active; in the data active = a potency from the dose series
Hep lipid drop cells 6.5 µM: further read-out of Hep lipid drop, marked with its call; cell count; measured here: cell count, cytotoxicity flag;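 cells counted across two imaged fields per well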
Dengue-2 NS5 capping pilot replicate: second read-out of Dengue-2 NS5 capping, no call of its own (marks repeat the call); inhibition, %; measured here: pilot screen replicate inhibition
Myeloid diff MLP GFP+ MAC1+ %: recorded beside Myeloid diff MLP, whose call it bears; GFP+ MAC1+ double positive, %; measured here: differentiation confirmed by MAC1 staining
* marks the source's active call; other numbers are inactive results; i = inactive; x = no result given; + = active, no number. Rule as the data show it, unless noted: active = inhibition above about 50%; inactive = the rest. An excerpt; rates above refer to the full screens.

SMILES	XIAP antagonists	Myeloid diff MLP	Myeloid diff MLP GFP+ MAC1+ %	HIV fusion peptide	NOD2 inhibition	Hep lipid drop	Hep lipid drop cells 6.5 µM	AID2073	LYP inhibition	Siah-1 displacement	Dengue-2 NS5 capping	others
CCCC1NC(=S)N(C2CCCCC2)C1=O (centres undefined)	-7.3%	i	0.5	0.9%	5%	0	669	0%	-2%	-2%	-8%
COc1ccc(N(CC(=O)N/N=C/c2ccccc2OC)S(=O)(=O)c2ccccc2)cc1	x	i	0.7	1.9%	-6%	x	x	9%	-1%	0%	3%
Cc1ccc(NC(=O)CSc2nnc(-c3ccccc3C)o2)cc1C	3.4%	i	0.8	-2.0%	-8%	x	x	-6%	-5%	3%	-4%
Cn1ccnc1SCC(=O)Nc1ccc2c(c1)OCO2	2.6%	i	0.5	-1.1%	-15%	1	676	-10%	3%	-12%	1%
Cc1cccc(CCNC(=O)c2cc(S(=O)(=O)N3CCCCC3)c[nH]2)c1	x	i	1.5	2.2%	-3%	-6	727	-5%	-4%	-5%	-3%
CC(C)(C)NC(=O)NC(=O)COC(=O)CNC(=O)C1CCCCC1	-9.3%	i	0.5	0.6%	-1%	-2	690	-3%	-5%	-5%	2%
Cc1cc(NC(=O)c2cccs2)ncc1NC(=O)C(C)(C)C	x	i	0.6	0.2%	-27%	1	815	10%	-11%	3%	-3%
COc1cnn(-c2cccc(C)c2)c(=O)c1Cl	x	i	0.0	-0.8%	0%	12	794	0%	-8%	2%	4%
O=[N+]([O-])c1ccc(N/N=C/c2cccc(O)c2O)c(S(=O)(=O)N2CCOCC2)c1	-1.6%	i	0.2	13%	25%	-5	648	34%	-4%	2%	6%
O=C(CCc1nc2ccccc2[nH]1)Nc1ccc2c(c1)OCCO2	-2.4%	i	2.8	1.3%	-8%	0	714	-8%	-6%	-13%	-1%
C/C(CC(=O)Nc1ccc(Cl)cc1C(F)(F)F)=N\NC(N)=S	x	i	0.3	-0.7%	11%	-9	712	2%	-8%	5%	x
CCN(Cc1ccccc1)C(=O)CN1C(=O)c2ccccc2C1=O	x	i	0.4	-1.6%	-3%	x	x	6%	-9%	1%	-1%
COc1ccc(OCCN(C)CC(=O)Nc2c(C)cccc2C)cc1	x	i	1.0	2.0%	7%	x	x	10%	-9%	11%	-6%
CCCCCSc1nc2c(c(=O)[nH]c(=O)n2C)n1CCc1ccccc1	-9.8%	i	2.1	0.0%	6%	-7	636	-8%	2%	-3%	1%
COc1ccc(CN2C(=O)c3cccnc3C2=O)cc1S(=O)(=O)N1CCOc2ccccc21	x	i	0.3	-1.7%	1%	3	676	7%	-6%	0%	-3%
CC(=O)CSc1nc2c(c(=O)[nH]c(=O)n2C)n1CCCc1ccccc1	x	i	0.2	0.4%	16%	10	850	-8%	-8%	-1%	x
O=C(Nc1cc(Cl)ccc1Cl)c1ccc(-c2ccccc2)cc1	-6.5%	i	0.6	1.3%	-3%	29	744	25%	1%	-1%	0%
O=C(CCN1CCCC1)Nc1ccccc1	-1.4%	i	0.4	2.5%	15%	44	865	3%	-8%	3%	2%
CCCCC(SCC(=O)Nc1ccccc1)C(=O)O (centres undefined)	-9.6%	i	1.5	-0.1%	-19%	25	723	-8%	1%	-1%	-4%
COC(=O)/C=C1\SC(=Nc2ccc(OC)cc2)NC1=O	-4.7%	i	0.5	1.8%	11%	10	693	7%	0%	6%	-2%
COc1cccc(CNC(=O)Cn2cc3c(n2)CCCCC3)c1	-1.5%	i	1.7	0.7%	8%	x	x	1%	-4%	4%	1%
CC12CC3CC(C)(C1)CC(C(=O)NC(=S)N1CCCCC1)(C3)C2	-4.3%	i	1.7	1.7%	25%	x	x	-8%	-3%	1%	-6%
O=C(CCCSc1nc2ccccc2[nH]1)NCc1ccccc1Cl	-5.2%	i	0.4	2.4%	17%	-9	632	22%	-6%	3%	-2%
CCN1CCN(C(=O)CN(CC)S(=O)(=O)c2ccc(Cl)cc2)CC1	-2.3%	i	0.8	-0.9%	-6%	5	673	9%	0%	-1%	-7%
CC(=O)Nc1ccc(NC(=O)/C=C/c2ccc3c(c2)OCO3)cc1	-2.2%	i	0.4	0.9%	-59%	-1	644	3%	2%	3%	2%
Cc1nc2c(cc1N)nc(C)n2Cc1ccccc1	x	i	0.3	1.1%	0%	-8	832	8%	-13%	2%	-3%
Cc1ccc(S(=O)(=O)N(C)Cc2cc3cc(C)ccc3[nH]c2=O)cc1	x	i	0.0	0.5%	30%	18	733	9%	-3%	5%	8%
CCC1CCCCN1CCCNC(=O)c1ccc2c(c1)c(C)c(C)n2C (centres undefined)	x	i	4.5	-0.5%	12%	0	750	-5%	-11%	0%	-2%
Cc1nc2nc(C)c(NS(=O)(=O)c3ccc(CC(C)C)cc3)c(=O)n2[nH]1	x	i	0.3	2.4%	-7%	-13	835	6%	-4%	-7%	-5%
Cc1nc2c(C)cccn2c1/C(O)=C1\C(=O)C(=O)N(CCN2CCOCC2)C1c1cccs1 (centres undefined)	-7.4%	i	0.6	7.9%	10%	x	x	35%	-3%	2%	6%	Dengue-2 NS5 capping pilot replicate=0.6
COc1cccc(C(C(=O)NCC2CCCO2)N(C(=O)Cn2nnc3ccccc32)c2ccccc2C(C)=O)c1OC (centres undefined)	x	x	x	1.0%	-15%	-12	793	47%	-1%	0%	2%
Cc1ccc(-c2onc3ccc(C(=O)O)cc23)cc1	x	i	0.1	0.7%	-82%	x	x	-13%	-3%	9%	-1%
Cc1ccc(CC(=O)Nc2cccc([N+](=O)[O-])c2)cc1	-6.4%	i	0.2	1.0%	10%	27	716	-2%	-6%	6%	-8%
Cn1c(=O)c2c(ncn2CC(=O)OCC(=O)Nc2ccccc2)n(C)c1=O	-1.5%	i	0.5	0.4%	-8%	14	683	9%	-5%	10%	-3%
CCCCn1c(O)c(N=NC(=O)c2ccco2)c2ccccc21	-1.7%	i	0.5	-3.2%	21%	-1	591	2%	-4%	-7%	-2%
CCN(C(=O)C(C)Cl)c1ccccc1 (centres undefined)	-3.9%	i	0.5	1.3%	15%	-4	681	5%	-2%	4%	-3%
CCOC(=O)N1CCN(c2cc(=O)n(-c3ccc(OCC)cc3)c(=O)[nH]2)CC1	-4.0%	i	0.4	-2.0%	2%	8	722	-1%	-10%	2%	-7%
CC(=O)Nc1ccc(NC(=O)CSc2nc3nc(-c4cccs4)cc(C(F)(F)F)c3c(=O)[nH]2)cc1	x	i	0.9	12%	6%	-1	695	24%	2%	4%	8%
N#C/C(=N\Nc1ccc(Cl)cc1)C(N)=S	x	i	0.4	1.6%	6%	-26	712	-17%	-1%	-2%	-5%
COc1ccc(C(C)=O)cc1CSc1nc2ccccc2c(=O)n1-c1cccc(C)c1	-4.1%	i	0.9	2.5%	16%	-22	617	27%	1%	9%	1%

Ordered by SMILES length (low to high): some entries from above
SMILES	XIAP antagonists	Myeloid diff MLP	Myeloid diff MLP GFP+ MAC1+ %	HIV fusion peptide	NOD2 inhibition	Hep lipid drop	Hep lipid drop cells 6.5 µM	AID2073	LYP inhibition	Siah-1 displacement	Dengue-2 NS5 capping	others
Cc1nc2c(cc1N)nc(C)n2Cc1ccccc1	x	i	0.3	1.1%	0%	-8	832	8%	-13%	2%	-3%
O=C(CCCSc1nc2ccccc2[nH]1)NCc1ccccc1Cl	-5.2%	i	0.4	2.4%	17%	-9	632	22%	-6%	3%	-2%
Cc1nc2nc(C)c(NS(=O)(=O)c3ccc(CC(C)C)cc3)c(=O)n2[nH]1	x	i	0.3	2.4%	-7%	-13	835	6%	-4%	-7%	-5%

Next compounds follow.
SMILES	XIAP antagonists	Myeloid diff MLP	Myeloid diff MLP GFP+ MAC1+ %	HIV fusion peptide	NOD2 inhibition	Hep lipid drop	Hep lipid drop cells 6.5 µM	AID2073	LYP inhibition	Siah-1 displacement	Dengue-2 NS5 capping	others
N#C/C(C(N)=O)=C1/SC=C(c2ccccc2)N1c1ccccc1	x	i	0.3	0.5%	15%	0	760	8%	1%	11%	x
C(=N\Nc1nc2ccccc2[nH]1)/c1ccc2c(c1)OCCO2	x	i	0.6	-2.9%	-126%	4	677	-12%	-1%	-2%	-17%
COc1ccc2[nH]cc(C3N4CC5(C)CN3CC(C)(C4)C5=O)c2c1 (centres undefined)	1.0%	i	2.8	2.7%	-2%	-5	658	1%	-3%	-3%	0%
O=C1C(O)CC2c3ccccc3CC3(CCCC3)N12 (centres undefined)	-2.2%	+	2.4*	2.3%	11%	x	x	-2%	-4%	7%	0%
CCCCCCNC(=O)CC(NS(=O)(=O)c1ccc(NC(C)=O)cc1)C(C)C (centres undefined)	-5.4%	i	5.8	2.7%	9%	x	x	10%	-3%	5%	-9%
COC(=O)c1cc2nc(-c3ccccc3)cc(C)n2n1	-0.8%	i	1.2	0.9%	0%	13	728	15%	-2%	-5%	1%
CCOC(=O)C1CCCN(CC(O)COc2ccccc2C(C)=O)C1 (centres undefined)	-3.4%	i	0.8	19%	-2%	7	796	-7%	-3%	2%	-11%	Dengue-2 NS5 capping pilot replicate=4.4
COc1ccc(N2C(=O)CSC2c2ccncc2)cc1 (centres undefined)	3.1%	i	1.3	0.7%	11%	-22	783	-7%	-10%	0%	-7%
Cc1cc(C)n2ncc(-c3cccc(Br)c3)c2n1	x	i	0.5	-0.3%	23%	-17	825	16%	-8%	-3%	-2%
COC(=O)Nc1ccc(S(=O)(=O)N2CCC(C(=O)NC3CCCCC3)CC2)cc1	-2.5%	+	1.5*	-1.5%	7%	3	681	38%	-6%	-3%	-4%
CCOC(=O)C1C(=O)OC2(CCOC(C)(C)C2)C1C(=O)OCC (centres undefined)	-3.2%	i	0.6	3.2%	10%	-1	786	-2%	-14%	1%	-5%
CCCC(=O)Nc1ccc(Cl)c(NC(=O)c2cccnc2Cl)c1	-8.0%	i	3.9	2.0%	8%	x	x	39%	-7%	-2%	-4%
CN1CCCN(S(=O)(=O)c2cccc(Cl)c2Cl)CC1	-5.8%	i	0.1	-1.6%	14%	1	649	-4%	-9%	3%	2%
Cc1ccccc1OCCN1C(=O)NC2(CCCc3ccccc32)C1=O (centres undefined)	-3.0%	i	0.6	-0.1%	2%	1	730	-2%	-2%	-2%	-3%
COc1cc(-c2cc(C(=O)NN3CCN(C)CC3)c3ccccc3n2)cc(OC)c1OC	-1.5%	x	x	-3.1%	-5%	4	686	7%	-5%	-7%	x
COc1ccc(CC(=O)Nc2ccc(C(=O)NC(C)(C)C)cc2)cc1OC	-2.0%	i	0.0	0.9%	3%	-6	732	-2%	-12%	0%	2%

Structures listed so far that have a nitro group on carbon (2):
SMILES	XIAP antagonists	Myeloid diff MLP	Myeloid diff MLP GFP+ MAC1+ %	HIV fusion peptide	NOD2 inhibition	Hep lipid drop	Hep lipid drop cells 6.5 µM	AID2073	LYP inhibition	Siah-1 displacement	Dengue-2 NS5 capping	others
O=[N+]([O-])c1ccc(N/N=C/c2cccc(O)c2O)c(S(=O)(=O)N2CCOCC2)c1	-1.6%	i	0.2	13%	25%	-5	648	34%	-4%	2%	6%
Cc1ccc(CC(=O)Nc2cccc([N+](=O)[O-])c2)cc1	-6.4%	i	0.2	1.0%	10%	27	716	-2%	-6%	6%	-8%
